# SR-BI uptake up: activators of SR-BI mediated HDL lipid uptake. CHO ldlA[mSR-BI] cells, DiI-HDL uptake fluorescence, 3 h; 100 = double the neutral-control signal. activation, % at 12.5 µM. 320,000 compounds, 0.096% hits. AID 504775;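 active means mean replicate activation of at least 60% and every replicate at or above 60%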;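 further: 0% = median plate neutral-control signal and 100% = twice that signal; values of inactives mirror those of a sister screen read the other way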
#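 Test system: SR-BI-overexpressing, LDLR-lacking CHO cells. Measured by: DiI fluorescence, bottom read. Medium: Ham's F12 with 0.5% BSA, HEPES 25 mM, pH 7.4. Timing: 3 h uptake period with compound, 37 °C.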
# SR-BI HDL uptake: blocks mouse SR-BI lipid uptake from DiI-HDL | 320,000 compounds, 0.96% hits | inhibition, % at 12.5 µM | ldlA[mSR-BI] CHO cells, DiI-HDL uptake fluorescence, 3 h;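 active means mean replicate inhibition of at least 70% and a set share of replicates each scoring 70 or more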;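 further: 0% = median of neutral control wells and 100% = median of positive control wells; values of inactives mirror those of a sister screen read the other way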
# MITF act: activators of MITF-driven TRPM1 promoter activity in SK-MEL-5 cells; activation, % at 12.5 µM; SK-MEL-5 TRPM1-promoter luciferase, 24 h; % of positive control, neutral wells = 0; 300,000 compounds, 0.75% hits; AID 588334;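 active means mean activation of at least 80% with every replicate also reaching 80%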;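 further: 0% = neutral control wells and 100% = parthenolide positive control wells; values of inactives mirror those of a sister screen read the other way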
# PKA-R2B act: PKA-R2B complex activation | 340,000 compounds, 0.079% hits | PKA-R2B holoenzyme dissociation, Cy5-IP20 fluorescence polarization; R2B truncated from residue 108, S112A mutant; 0% DMSO only, 100% 113 µM cGMP | P22694+P31323 | activation, % at 11.4 µM;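 active means activation above a cutoff set at the mean over all compounds plus 3 SD, cut at about 18% in these data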;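 further: higher means more holoenzyme dissociation and a rise in polarization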
# dFosB act: activators of mouse delta FosB homodimer; purified delta FosB, TAMRA-CDK5 oligo fluorescence polarization; percent of positive-control signal above neutral wells; activation, % at 25 µM; 340,000 compounds, 0.99% hits; AID 493131;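 active means mean activation above about 17%, with every replicate also reaching it, limit read from the data, passing the limit was not always enough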;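 further: fluorescence polarization rise as delta FosB binds a TAMRA Cdk5 AP-1 oligo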
# NSD2 inh: NSD2 (human) methyltransferase inhibition; O96028; NSD2 peptide methylation, AlphaScreen, 120 min; inhibition, % at 12.5 µM; 310,000 compounds, 0.54% hits; AID 743445; in the data active means inhibition above about 50%
# Target sequence (O96028 whole entry, looked up): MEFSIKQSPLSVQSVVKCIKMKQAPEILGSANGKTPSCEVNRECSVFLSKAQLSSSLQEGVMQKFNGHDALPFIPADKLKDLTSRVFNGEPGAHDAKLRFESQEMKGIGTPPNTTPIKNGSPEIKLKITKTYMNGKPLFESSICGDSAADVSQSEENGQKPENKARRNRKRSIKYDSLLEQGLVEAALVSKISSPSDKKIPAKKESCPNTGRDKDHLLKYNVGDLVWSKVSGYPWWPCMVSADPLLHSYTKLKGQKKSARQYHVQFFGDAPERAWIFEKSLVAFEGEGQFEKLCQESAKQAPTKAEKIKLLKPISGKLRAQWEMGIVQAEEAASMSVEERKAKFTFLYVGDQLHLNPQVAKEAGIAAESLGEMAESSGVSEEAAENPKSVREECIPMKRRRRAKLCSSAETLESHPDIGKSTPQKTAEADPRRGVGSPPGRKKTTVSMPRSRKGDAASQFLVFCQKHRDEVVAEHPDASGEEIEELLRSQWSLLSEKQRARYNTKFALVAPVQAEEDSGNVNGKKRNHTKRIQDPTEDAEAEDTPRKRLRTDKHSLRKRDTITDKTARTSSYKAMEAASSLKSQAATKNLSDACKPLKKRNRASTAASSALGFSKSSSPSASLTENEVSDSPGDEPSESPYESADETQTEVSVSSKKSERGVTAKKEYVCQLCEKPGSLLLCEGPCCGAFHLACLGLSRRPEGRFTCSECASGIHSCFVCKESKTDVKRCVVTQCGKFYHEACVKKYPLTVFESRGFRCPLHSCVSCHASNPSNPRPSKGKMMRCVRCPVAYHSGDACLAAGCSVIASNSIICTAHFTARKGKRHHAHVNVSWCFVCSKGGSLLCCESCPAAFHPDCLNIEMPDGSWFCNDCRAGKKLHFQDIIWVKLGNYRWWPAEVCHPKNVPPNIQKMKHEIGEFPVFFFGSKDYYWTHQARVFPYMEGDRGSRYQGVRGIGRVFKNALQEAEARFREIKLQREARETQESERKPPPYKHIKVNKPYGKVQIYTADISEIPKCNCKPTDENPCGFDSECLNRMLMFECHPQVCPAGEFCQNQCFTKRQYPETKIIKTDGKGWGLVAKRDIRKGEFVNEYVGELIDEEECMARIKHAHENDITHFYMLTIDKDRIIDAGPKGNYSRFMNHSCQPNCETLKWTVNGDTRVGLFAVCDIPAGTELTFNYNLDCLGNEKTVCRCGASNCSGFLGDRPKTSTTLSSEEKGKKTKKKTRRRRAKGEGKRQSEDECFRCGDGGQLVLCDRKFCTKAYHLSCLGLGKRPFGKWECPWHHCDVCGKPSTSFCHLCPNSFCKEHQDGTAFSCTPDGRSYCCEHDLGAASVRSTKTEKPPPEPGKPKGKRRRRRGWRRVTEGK
# Mot1-301 SUMO: SUMOylation pathway inhibition by Mot1-301 growth rescue | growth rescue, % at 18.8 µM | AID 2716 | S. cerevisiae Mot1-301 growth rescue, ATP luminescence, 38.5C; percent above DMSO median, 100 means doubled | 320,000 compounds, 1% hits;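 active means every valid replicate shows activation above 250% relative to neutral control wells; inactive means the rest, any valid replicate at or below 250%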;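 further: OY570 slx delta 5 strain wells were the positive control but not used for scaling; some compounds called inactive have numbers as strong as hits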
# CDK5 p35 inh: blocks human CDK5/p35 kinase activity | AID 488839 | Q00535+Q15078 | Recombinant CDK5/p35, ADP-Glo luminescence, 60 min | inhibition, % at 10 µM | 330,000 compounds, 0.01% hits;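 active means highest replicate inhibition of at least 50% and at least 75% of replicates reaching 50%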;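 further: plate controls were DMSO neutral control for no effect and GW8510 at 10 µM for full effect; many of its hits are not listed in these tables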
# PKA-R1A activ: activates the PKA-R1A holoenzyme complex | PKA-R1A dissociation, Cy5-IP20 fluorescence polarization; scaled: DMSO 0%, 113 µM cGMP 100% | activation, % at 11.4 µM | 340,000 compounds, 0.083% hits | AID 504707;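 active means percent activation above the mean of all tested compounds plus 3 SD, cut at about 19% in these data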;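 further: higher means more PKAc released from R1A so a rise in polarization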
# Arr AP2 block: blocks beta-arrestin peptide binding to AP2 adaptin; FITC-arrestin peptide / GST-AP2 beads, flow cytometry; AP2 beta2 appendage carries R879A mutation; inhibition, % at 10 µM; 340,000 compounds, 0.31% hits;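 active means inhibition above a set limit, near 3 SD of compounds lacking own fluorescence, cut at about 54% in these data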;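 further: plate controls were DMSO wells for no effect and 5 µM unlabelled arrestin peptide for full effect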
#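 Measured by: flow cytometry, FL1 (488/535 nm); Material: AP2 appendage R879A on GSH beads; Evaluation: percent response; Timing: pre-incubation 12 min, peptide binding 1 h, room temperature; Also added: 50 nM FITC-arrestin peptide; Medium: PBS with 0.05% Tween 20 and 0.1% BSA.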
# DSG3 Ab inh: human desmoglein-3 autoantibody binding inhibition. P32926. DSG3-coupled beads, scFv-anti-DSG3-GFP binding, flow cytometry; hits give low values. binding (percent of control), % at 10 µM. 310,000 compounds, 0.48% hits;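 active means binding more than 3 SD below its plate's average and above zero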;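 further: hits lower antibody fragment binding to DSG3; some compounds called inactive have numbers as strong as hits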
# An asterisk follows results filed as active; . = no result given.
SR-BI uptake up	SR-BI HDL uptake	MITF act	PKA-R2B act	dFosB act	NSD2 inh	Mot1-301 SUMO	CDK5 p35 inh	PKA-R1A activ	Arr AP2 block	DSG3 Ab inh	SMILES
-63	63	-20	-6	1	.	-17	0.5	-2	9	94	CCCC(=O)Nc1nc(C)c(-c2csc(Nc3ccc(Cl)cc3)n2)s1
-34	34	0	3	0	-5	10	-0.8	16	1	104	COc1ccccc1N1CCN(C(=O)Cc2cccs2)CC1
27	-27	24	-1	-5	-1	-2	0.4	-3	3	101	CCN(CC)S(=O)(=O)c1cc(NS(=O)(=O)c2c(Cl)cccc2Cl)ccc1C
-28	28	19	4	-5	17	13	-0.9	-7	10	99	Cc1c2cnn(CC(=O)NCCCN3CC(C)CC(C)C3)c(=O)c2c(C)n1Cc1ccccc1Cl (centres undefined)
25	-25	-13	6	-5	.	166	3.6	11	16	107	CCC(C)N1CNc2c(c(=O)[nH]c(=S)n2-c2cccc(C)c2)C1 (centres undefined)
1	-1	0	-13	-4	1	.	-1.2	-5	-4	112	COc1ccccc1NC(=O)CN1CC(=O)Nc2ccccc21
.	.	-2	1	-2	1	345	-0.9	-1	22	.	O=C(/C=C/c1cccc(F)c1)NC1CCN(Cc2ccccc2)CC1
54	-54	8	-8	-8	2	4	-2.3	-11	-9	103	Cn1c(N)c(C(=O)c2ccc(Cl)c(S(=O)(=O)N3CCCCCC3)c2)c(=O)n(C)c1=O
-4	4	-7	0	-11	-2	8	0.4	7	-4	.	Cc1cc(C)n(CC(=O)NNC(=O)c2ccc(S(C)(=O)=O)cc2)n1
20	-20	-6	1	2	0	-18	0.2	5	13	100	Cn1c(Cc2ccccc2)nnc1SCC(=O)Nc1ccc2c(c1)OCCO2
-55	55	11	-2	-18	2	-1	-0.4	9	5	95	Cc1cccc(C)c1NC(=O)CSc1nnc(Cn2nnc(-c3ccccc3)n2)n1-c1ccccc1
-6	6	5	4	-9	2	45	0.9	17	14	97	CNC(=S)N/N=C(\C)c1cccc([N+](=O)[O-])c1
6	-6	-9	2	7	-2	-2	0.2	-3	-10	91	CCOC(CCc1c(C)nc(NC(C)=O)[nH]c1=O)OCC
15	-15	-1	-5	-10	0	-7	-9.8	3	-3	100	CCCCN(C(=O)c1cccc(S(=O)(=O)N2CCN(C)CC2)c1)c1c(N)n(CCCC)c(=O)[nH]c1=O
-1	1	-10	-12	-5	.	.	-1.1	0	-11	101	CC[C@H](C)[C@H]1CNC(=S)N1CC1CCN(CCC23CC4CC(CC(C4)C2)C3)CC1
9	-9	-10	5	-7	.	-3	-1.4	-6	19	86	O=C(N/N=C/c1ccc([N+](=O)[O-])o1)c1ccc(NS(=O)(=O)c2cccs2)cc1
20	-20	-2	4	3	-1	-1	0.6	19*	0	109	CCn1cc([N+](=O)[O-])c(C(=O)Nc2c(C)nn(Cc3cccc(F)c3)c2C)n1
38	-38	.	1	-9	1	2	7.4	4	1	.	ONC(=Nc1ccc(Cl)cc1)c1ccccc1Cl
.	2	-8	7	58*	1	-1	-1.7	9	-2	104	CC(OC(=O)c1ccc(NC(=O)CC#N)cc1)C(=O)NC(=O)NC1CCCCC1 (centres undefined)
-61	61	0	-13	-9	.	-4	1.0	1	-10	102	COC(=O)c1c(-c2ccc(OC)cc2)oc2ccccc12
.	33	5	-1	0	-4	12	0.5	-9	8	112	CCc1ccc(CNC(=O)C2CC(=O)N(C3CCCC3)C2)cc1 (centres undefined)
-6	6	-7	-3	-9	39	.	-0.4	-2	-10	101	CCSc1nc2sc3c(c2c(=O)n1-c1ccc(C)cc1)CCN(C)C3
-5	5	-20	-3	-14	-4	-11	0.1	14	7	106	Cc1c(F)cccc1NS(=O)(=O)c1ccc2c(c1)c(=O)n(C)c(=O)n2C
-5	5	.	-12	-4	-1	-5	2.2	-10	-9	102	O=C(O)c1c[nH]c2c(C(F)(F)F)cccc2c1=O
18	-18	.	0	3	-4	19	-5.5	-10	-4	.	CSCCC(NC(=O)c1ccco1)C(=O)N1CC(C)OC(C)C1 (centres undefined)
-17	17	-9	-4	0	-2	1	-1.8	-17	-21	93	CCN(CC)S(=O)(=O)c1ccc(NC(=O)c2cccc3c2C(=O)N(CCOC)C3)cc1
-19	19	.	4	-1	-4	4	0.3	-3	8	111	CCc1cc2c(NCc3ccccc3)nc(C)nc2s1
.	.	-2	-1	-3	-1	47	0.3	1	-2	106	CCC(C(=O)NC1CC(C)(C)NC(C)(C)C1)c1ccccc1 (centres undefined)
-7	7	10	2	-7	-2	-3	-0.1	6	-10	.	CCOC(=O)C1CCN(C(=O)c2cccc(S(=O)(=O)NCc3ccccc3)c2)CC1
-8	8	5	-12	-40	0	13	-0.9	-1	22	102	CCCCOc1ccc(N(CC(=O)NC(C)(C)CC)C(=O)CCC(=O)Nc2ccccn2)cc1

# Some entries already given, limited to PKA-R2B act.
canonical_smiles,PKA-R2B act
CCCC(=O)Nc1nc(C)c(-c2csc(Nc3ccc(Cl)cc3)n2)s1,-6
COc1ccccc1N1CCN(C(=O)Cc2cccs2)CC1,3

# Other compounds.
SR-BI uptake up	SR-BI HDL uptake	MITF act	PKA-R2B act	dFosB act	NSD2 inh	Mot1-301 SUMO	CDK5 p35 inh	PKA-R1A activ	Arr AP2 block	DSG3 Ab inh	SMILES
-29	29	-14	-6	9	-2	22	0.2	4	2	101	CN(c1ccccc1)S(=O)(=O)c1cc(C(=O)Nc2nc3ccccc3[nH]2)ccc1Cl
20	-20	-4	5	-4	.	7	-0.2	7	18	101	CC(=O)NCCc1cnc[nH]1
-29	29	42	-7	-3	0	-16	0.0	3	-4	88	COc1ccc(-n2c(C)cc(C(=O)Cn3nnc4ccccc4c3=O)c2C)cc1
8	-8	6	8	3	-6	-6	-0.4	-4	0	83	CCOCCCNC(=S)N1CCN(Cc2ccco2)CC1
-3	3	-9	-10	-2	-2	-7	0.2	-2	2	96	C=CCn1c(SCC(=O)NCC2CCCO2)nc2scc(-c3ccc(OC)cc3)c2c1=O (centres undefined)
3	-3	.	1	-6	-2	-5	-0.3	-5	2	118	COc1cc(C(=O)NCCCCc2ccccc2)cc(OC)c1OC
35	-35	16	4	0	1	-8	0.3	-2	-23	96	O=C(CCSCCc1ccccn1)Nc1cc(F)ccc1F
-13	13	-54	-3	66*	.	8	0.5	-3	5	127	Cc1[nH]nc2nc(SCC(=O)NCCC3=CCCCC3)n(-c3ccc(Br)cc3)c(=N)c12
18	-18	-2	-3	-6	2	-1	-1.6	-9	5	98	COc1ccc(COCC(O)CN2CCCC(C(F)(F)F)C2)cc1 (centres undefined)
5	-5	-5	-8	2	-1	-23	-0.2	-4	-34	106	O=C(CC(C(=O)O)P(=O)(c1ccccc1)c1ccccc1)c1ccccc1 (centres undefined)
13	-13	.	5	-6	.	-6	-3.0	-7	-8	102	Cc1c(C(=O)NCCn2ccc3ccccc32)cccc1[N+](=O)[O-]
-7	7	.	.	-6	26	12	-1.7	.	5	93	O=C1/C(=C/c2ccco2)SC(=S)N1CC1CCCO1 (centres undefined)
-107	107*	4	6	-5	0	9	-2.5	2	-4	102	O=C(NNC(=O)c1cc(Cl)ccc1O)c1cccc(S(=O)(=O)N2CCOCC2)c1
8	-8	3	-13	-3	0	-3	-6.4	0	14	104	CC1=C(C)CC(C(=O)NNC(=O)c2cccc(Cl)c2)C(C(=O)O)C1 (centres undefined)
.	.	26	-5	-2	-3	-21	-0.5	-7	12	102	COc1ccc(N2CCN(c3ccc(Cl)nn3)CC2)cc1
7	-7	.	-3	-3	20	4	4.5	1	20	117	CC(C)c1ccc2c(c1)C(N1CCN(C)CC1)Cc1cccnc1S2 (centres undefined)
7	-7	-7	2	-1	-4	-2	-2.9	-3	15	103	CCOC(=O)CSc1nc2c(sc(=S)n2-c2ccc(OCC)cc2)c(=O)[nH]1
-31	31	10	7	-5	.	263	0.0	3	28	100	COc1ccc2[nH]c(C)c(CCNC(=S)Nc3cccc(C)c3C)c2c1
-31	31	3	4	9	0	-16	-4.9	1	19	108	COc1ccccc1-c1ccc(Nc2ccc(C(=O)N3CCOCC3)cc2)nn1
11	-11	-22	2	5	-2	-18	-1.0	-5	-4	.	Cc1cccc(N2CCN(S(=O)(=O)c3ccc(-c4ccc(=O)[nH]n4)o3)CC2)c1C
-25	25	8	-4	1	3	-7	.	-4	13	94	CCc1noc(N)c1C(=O)Nc1ccc(Cl)cc1
-1	1	2	5	-2	-4	-19	0.1	-5	-8	122	C=CCNC(=O)/C(C#N)=C/c1c(N2CC(C)OC(C)C2)nc2ccccn2c1=O (centres undefined)
-5	5	75	1	-17	5	.	-2.1	-3	-4	98	ClCCn1cnc2c(SCc3ccccc3Cl)ncnc21
-11	11	.	.	3	3	21	1.2	.	-1	93	CCOP(=O)(OCC)C(Nc1ccc(F)cc1)c1ccccc1 (centres undefined)
14	-14	17	-17	0	-3	.	-2.3	-9	6	117	Cc1ccc(NC(=O)CSc2nnc(-c3ccco3)o2)cc1
.	.	-2	-6	9	-1	255	1.9	-4	33	105	O=C(NC1CC1)C1CCN(C2CCN(C(=O)CSc3ccccc3)CC2)CC1
0	0	-9	8	6	-1	264	0.0	4	-3	124	O=C1C2C3C=CC(C3)C2C(=O)N1c1cccc2ccccc12 (centres undefined)
3	-3	.	-20	-6	5	0	-0.1	4	12	100	O=C(N/N=C/c1ccc(N2CCOCC2)o1)c1cccc(F)c1
13	-13	-9	-2	0	4	1	0.1	-7	-9	104	Cc1ccccc1N1CC(C(=O)O)CC1=O (centres undefined)
13	-13	-7	16	-5	1	2	-8.7	-12	7	105	Cc1c(Cl)c([N+](=O)[O-])nn1CCCC(=O)Nc1cccc(O)c1
-12	12	-2	-2	2	0	-8	-0.6	-14	11	94	Cc1ccc(NC(=O)Nc2cc(Cl)ccc2C2COC(=O)C2=N)cc1 (centres undefined)
7	-7	-3	8	-2	-1	1	2.6	-8	-10	107	Cc1ccc(-c2ccc(CCC(=O)O)n2NC(=O)c2ccco2)cc1
-34	34	-13	-19	-7	3	-11	-1.0	-16	-1	100	Cc1cc(C(=O)Cn2cncn2)c(C)n1CCc1ccc(F)cc1

# Screens: PubChem, several laboratories
